USP2a block: USP2a (human) protease inhibition. Potency, µM (top dose mostly 38.3 µM), inactives show at the highest dose activity change, negative = inhibition, usual class: inhibitors. USP2 core, Ub-CHOP2 coupled fluorogenic reporter, 485/531. 0.01% of 330,000 active. O75604. AID 463254;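 note: potency is the fitted concentration of half-maximal effect; plate controls were DMSO wells for no effect and full inhibition by NEM control for full effect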
Target sequence (O75604 whole entry, looked up): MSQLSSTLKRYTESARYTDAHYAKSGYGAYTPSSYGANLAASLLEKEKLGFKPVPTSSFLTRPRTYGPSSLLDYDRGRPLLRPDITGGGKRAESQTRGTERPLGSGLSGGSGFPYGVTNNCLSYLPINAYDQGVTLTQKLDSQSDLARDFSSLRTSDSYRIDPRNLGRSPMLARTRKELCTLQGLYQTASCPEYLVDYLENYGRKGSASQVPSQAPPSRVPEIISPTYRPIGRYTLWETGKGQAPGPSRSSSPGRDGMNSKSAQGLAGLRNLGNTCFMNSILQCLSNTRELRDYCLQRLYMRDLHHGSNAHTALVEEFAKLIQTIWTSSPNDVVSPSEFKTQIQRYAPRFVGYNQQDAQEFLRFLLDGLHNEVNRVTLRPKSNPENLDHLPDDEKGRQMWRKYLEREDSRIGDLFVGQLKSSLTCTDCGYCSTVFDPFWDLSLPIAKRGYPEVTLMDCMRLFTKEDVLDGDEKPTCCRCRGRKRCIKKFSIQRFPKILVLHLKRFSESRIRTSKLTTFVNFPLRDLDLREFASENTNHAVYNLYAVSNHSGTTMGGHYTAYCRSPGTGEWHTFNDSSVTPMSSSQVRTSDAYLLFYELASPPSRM
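Cell-free coupled assay: 10nM USP2 core preincubated 30min RT with compound in Tris-HCl pH 8.0/CaCl2/CHAPS buffer, then 25nM Ub-CHOP2 and 25nM reporter substrate; fluorescence (Ex 485/Em 531) read after 60min RT, normalized to NEM inhibition, concentration-response curves fitted.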
hERG WT inh: blocks the wildtype human KCNH2 potassium channel; Q12809; U2OS, BacMam KCNH2, thallium flux FluxOr; stronger effect = lower value; activity change, % at 1.84 µM; 0.37% of 340,000 active;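 active = maximum activity change below -70%; inconclusive = maximum activity change between -70% and -50%; inactive = maximum activity change above -50%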
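U2OS cells transduced with wild-type KCNH2 virus are loaded with FluxOr dye for 45 min, and thallium flux is measured in kinetic reads before and after stimulation buffer. Rate constants are normalized to DMSO controls.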
Eya2 phos inh: Eya2 (human) phosphatase inhibition; O00167; recombinant Eya2, OMFP fluorescence dephosphorylation (OMFP is methylfluorescein phosphate); Potency, µM (titrated, usually from 76.9 µM), inactives show at the top dose activity, negative = inhibition, hits mostly inhibitors; 0.006% of 330,000 active; AID 488837; note: potency is the fitted concentration of half-maximal effect
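Eya2 (0.2 uM) preincubated 10 min at ambient with compound, then OMFP substrate added at 50 uM; 10 min reaction in 50 mM HEPES pH 7.5, 50 mM NaCl, 5 uM MgCl2, 0.05% BSA, 1 mM DTT. Fluorescence read at Ex 485/Em 525 nm.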
Chronic BCR inh: inhibitors of chronic active B-cell receptor signaling. ABC-DLBCL IkBa-CBG/CBR reporter, luminescence ratio, 4 h. Potency, µM (titrated, usually from 46.1 µM), for the others: at the top dose ratio change, negative = lower green/red ratio, actives largely listed as inhibitors. 0.05% of 340,000 active. AID 493014; active = well fitted inhibition curve with a large enough effect in the signal ratio, with a control signal flat, not every such curve was filed as active; inconclusive = small, poorly fitted or top-dose-only effect, or effect the other way, or a change in a side signal; the % refers to the signal ratio;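 note: potency is the fitted concentration of half-maximal effect; plate controls were basal doxycycline-induced cells for no effect and cells given 10 µM MG132 for full effect; MG132 reads +100%, hits lower the ratio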
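Compounds up to 46 uM were incubated four hours with TMD8 cells whose green CBG68 luciferase is fused to IkappaBalpha; red CBR luminescence normalised the signal, and concentration-effect curves were fitted to fusion, red and ratio data.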
B2AR arrestin: agonists driving beta-arrestin recruitment to human beta2-adrenergic receptor. Potency, µM (top dose mostly 46.1 µM), without a hit: at the top dose activation, usual class: activators. beta-arrestin recruitment to beta2AR, cell-based reporter. P07550. AID 492947. 0.02% of 330,000 active;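 note: potency is the fitted concentration of half-maximal effect; 0% = DMSO controls and full agonism = EC100 isoproterenol or metaproterenol; nearly all actives have a fitted effect of over 65% in size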
KCNH2 3.1 inh: blocks the human KCNH2 3.1 channel isoform. activity change, % (tested at about 1.8 µM). U2OS KCNH2 3.1, thallium flux FluxOr; stronger effect = lower value. AID 720553. 0.95% of 340,000 active;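 active = maximum activity change below -70%; inconclusive = maximum activity change from -70% to -50%; inactive = maximum activity change above -50%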;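 note: thallium influx rate constant from kinetic fluorescence after stimulation buffer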
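U2OS cells transduced with KCNH2 3.1 mutant virus (1.77 x 10^8 /mL, 4 h), plated overnight at 37 C, loaded 45 min with FluxOr dye plus Red40 quencher. Thallium flux rate constant from kinetic reads after stimulation buffer, normalised to controls.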
FBPA coupling cs: counter-screen for Giardia aldolase inhibitors: coupling enzyme system. AID 2472. coupling enzyme system counterscreen, AmpLite Red fluorescence. 0.67% of 290,000 active. activity change, negative = inhibition, % at 58.2 µM, hits read low; in the data active = activity change below about -30%
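Fluorescence at 525 nm excitation and 598 nm emission measured inhibition of the coupled detection system without aldolase. Compounds (at 57.5 uM final) were preincubated 10 min at room temperature with coupling enzyme reagent before a 20 min substrate/AmpLite Red step.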
Giardia kill: Giardia lamblia killing; 0.15% of 340,000 active; AID 540267; Giardia lamblia trophozoite viability; activity change, % at 7.66 µM, hits read low; in the data active = activity change below about -80%; inconclusive = between about -30% and that limit;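 note: parasites exposed to compound for two days anaerobically before the ATP read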
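Killing of trophozoites was scored by loss of ATP luminescence after a 48 hrs anaerobic exposure to compounds at 37 deg C, using 100 cells per well.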
GALK inhibitor: inhibitors of human galactokinase; P51570; 0.007% of 270,000 active; AID 1868; Potency, µM (titrated, usually from 57.5 µM), for the others: at the highest dose activity change, negative = inhibition, actives largely listed as inhibitors; Purified GALK, Kinase-Glo residual ATP luminescence; note: potency is the fitted concentration of half-maximal effect
Target sequence (P51570 whole entry, looked up): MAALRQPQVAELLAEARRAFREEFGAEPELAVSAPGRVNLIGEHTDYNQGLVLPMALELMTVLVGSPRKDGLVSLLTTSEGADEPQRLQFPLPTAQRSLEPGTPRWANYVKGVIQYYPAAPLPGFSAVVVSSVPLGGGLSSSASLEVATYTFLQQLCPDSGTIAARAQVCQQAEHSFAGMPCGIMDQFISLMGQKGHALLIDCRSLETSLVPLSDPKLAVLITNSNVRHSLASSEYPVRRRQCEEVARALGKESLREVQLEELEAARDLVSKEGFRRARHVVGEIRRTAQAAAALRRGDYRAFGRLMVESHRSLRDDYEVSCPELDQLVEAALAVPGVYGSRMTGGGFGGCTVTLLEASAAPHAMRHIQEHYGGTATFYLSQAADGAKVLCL
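Human GALK (5 nM) with 35 uM ATP and 100 uM galactose in 20 mM HEPES pH 8.0, 5 mM MgCl2, 60 mM NaCl, 1 mM DTT, 0.01% BSA. After 1 h at room temperature, leftover ATP was read by Kinase-Glo Plus luminescence.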
uPA surface inh: cell surface uPA generation inhibition. cell surface uPA generation assay, qHTS. Potency, µM (highest dose often 38.3 µM), without a hit: at the top dose activity change, negative = inhibition, hits mostly inhibitors. 0.31% of 330,000 active. AID 540303; active = well fitted inhibition curve with a large enough effect; inconclusive = small, poorly fitted or top-dose-only effect; inactive = no such curve, though single readings can be large or run the other way; tested in mouse RAW 264.7 cells; note: potency is the fitted concentration of half-maximal effect; nearly all actives have a fitted effect of over 55% in size
PKM2 activator: increases activity of human pyruvate kinase M2; Potency, µM (doses to about 57.5 µM), for the others: top-dose activation, hits mostly activators; purified PKM2, Kinase-Glo ATP luminescence, activation; response scale: 0% is enzyme alone, no compound; P14618; 0.34% of 260,000 active; note: potency is the fitted concentration of half-maximal effect; nearly all actives have a fitted effect of over 55% in size
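Purified hPK-M2 (>95%) run at intermediate activity with 0.1 mM ADP and 0.5 mM PEP in 50 mM imidazole pH 7.2, KCl, MgCl2; 1 h room temperature. ATP formed read by Kinase-Glo luminescence; normalized to uninhibited and no-enzyme controls.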
* = called active by the depositor; u = inconclusive; x = not tested or not shown; [ ] = dose if it differs, or a comment. Unless noted, calls come from the whole dose curve; as a rule, active = well fitted curve in the direction sought with a large enough effect; inconclusive = small, poorly fitted or top-dose-only effect, or another doubt; inactive = no such curve, though single readings can be large; an effect the other way counts as inactive or inconclusive. Unless noted, % is set by controls: 0 for no effect and ±100 for the full control effect.

mol	USP2a block	hERG WT inh	Eya2 phos inh	Chronic BCR inh	B2AR arrestin	KCNH2 3.1 inh	FBPA coupling cs	Giardia kill	GALK inhibitor	uPA surface inh	PKM2 activator
CCCCN(C)CCNC(=O)C1CCCN(S(=O)(=O)c2cccc3nsnc23)C1 (stereo unspecified)	2%	66	8%	-4%	-1.1%	18	1	15	14%	-7%	1%
COc1ccc(C(C[N+](=O)[O-])n2nc(C)cc2C)cc1 (stereo unspecified)	1%	0	-1%	7%	0.1%	-12	1	12	-3%	-4%	-6%
Cn1cccc1/C=N/NC(=O)c1cc(-c2cccs2)nc2ccccc12	0%	1	0%	-4%	-0.1%	-4	0	-9	x	-7%	1%
CNC(=O)c1cc2c(-c3ccccc3)nn(C)c2s1	6%	8	-2%	u	-0.7%	8	0	-15	-6%	-6%	x
CCOc1cc(/C=C(\C#N)c2nc3ccccc3[nH]2)ccc1OC(C)C(=O)O (stereo unspecified)	4%	4	-25%	-1%	2.4%	0	1	2	-1%	-3%	x
CCCCN1CC(=O)N2[C@H]3c4ccc(OC)cc4OC[C@@H]3[C@H](C(=O)OCC)[C@]2(C)C1=O	0%	x	12%	1%	0.1%	x	x	3	x	14%	x
Cc1ccc(S(=O)(=O)c2c(COC(=O)c3cccc(Cl)c3)c(-c3ccccc3)nn2C)cc1	0%	10	0%	u	0.0%	-16	-1	12	-1%	-1%	5%
O=C(c1cc2c(s1)CCCCC2)N1CCN(c2ncccn2)CC1	0%	2	0%	-2%	0.1%	6	3	3	-3%	x	0%
COc1ccc(NC(=O)COC(=O)CC2CCCCC2)cc1	0%	54	-4%	u	0.0%	14	x	-23	x	-24%	x
O=[N+]([O-])c1cccnc1N1CCCCC1	1%	4	u	-5%	-0.6%	27	0	-12	-3%	-1%	-3%
COc1ccc(N2CCN(Cc3cc(OC)c(O)c([N+](=O)[O-])c3)CC2)cc1	2%	-12	-2%	8%	-0.1%	2	0	0	1%	2%	4%
CCOC(=O)N1CCN(C(=O)/C=C/c2ccc(C(C)(C)C)cc2)CC1	2%	4	u	u	0.0%	-11	2	-3	-7%	-4%	1%[11.5 µM]
Cc1ccccc1NC(=S)NC(NC(=O)COc1ccccc1)C(Cl)(Cl)Cl (stereo unspecified)	3%	7	16%	0%	0.9%	4	0	-1	1%	1%	8%
N#Cc1c(N)nc(SCC(=O)OCc2ccccc2)c(C#N)c1-c1ccco1	0%	-4	-7%	u	-0.2%	-23	-1	4	1%	4%	4%
O=C1CCC(C(=O)N2CCCC(C(=O)c3ccc4c5c(cccc35)CC4)C2)=NN1 (stereo unspecified)	0%	5	-8%	u	0.1%	-5	1	3	0%	-26%	1%
CCOC(=O)CC1=NS(=O)(=O)c2ccccc2N1	4%	4	-1%	0%	-0.9%	14	-1	-4	2%	-2%	-1%
CCc1ccc2[nH]c3nc(N/N=C/c4ccc(O)cc4O)nnc3c2c1	0%	-16	-3%	5%	-1.1%	-12	2	-1	-9%	-13%	4%
COc1ccc(C2=NN(C(=O)c3cccs3)C(c3ccccc3O)C2)cc1 (stereo unspecified)	2%	-14	4%	u	0.1%	-9	1	-12	8%	-8%	12%
CCOC(=O)C(C(=O)OCC)=C1OC(=O)c2ccccc21	1%	-19	-2%[15.4 µM]	1%	-0.7%	10	3	-11	2%	3%	3%
COc1cc(CC(=O)Nc2ccccc2N2CCCCC2)cc(OC)c1OC	-3%	-6	-6%	-13%	-0.5%	-2	-1	-2	8%	-6%	0%
COc1ccc(CNC(=O)COC(=O)c2ccc(S(=O)(=O)NCc3ccco3)cc2)cc1	6%	2	-4%	u	-0.8%	10	x	-12	x	-2%	x
CC(Nc1ncnc2ccccc12)c1ccccc1 (stereo unspecified)	1%	16	-2%	1%	-0.2%	5	4	-11	6%	-9%	-9%[11.5 µM]
Cc1ccc(SCCN2CCC(O)CCC2=O)cc1 (stereo unspecified)	2%	0	15%	-14%	0.5%	8	0	-5	x	5%	-4%
Cc1ccc(N2CC(c3nc4ccccc4n3C)CC2=O)cc1 (stereo unspecified)	4%	11	-4%	-22%	-0.2%	6	0	-5	-3%	-9%	-1%
C/C(=C1\SC(N2CCOCC2)=NC1=O)c1ccccc1	4%	-8	-2%	3%	0.4%	0	-3	-6	-1%	-4%	-9%
O=c1[nH]c(/C(Cl)=C/c2c(F)cccc2Cl)nc2cc(Cl)ccc12	1%	-3	-4%	3%	0.2%	-3	-1	-4	-1%	2%	-4%
O=C(CCCc1nc2ccccc2s1)NC(c1ccccc1)c1ccccc1	5%	6	0%	8%	-0.6%	1	4	5	1%	9%	2%
Cc1ccc2nc(/C(C#N)=C\c3ccc([N+](=O)[O-])o3)[nH]c2c1	3%	-36	1%	7%	-0.5%	-18	x	8	0%	u	-5%
CCc1cccc(C)c1NC(=O)CNCc1ccccc1	-3%	-5	1%	14%	-1.3%	4	0	-11	2%	-5%	-15%
O=C(O)c1cccnc1SC1CC(=O)N(CCc2ccccc2)C1=O (stereo unspecified)	4%	14	-5%	-5%	0.2%	-6	8	-7	-3%	x	-9%
C=CCOC(=O)/C(=C/c1ccco1)NC(=O)/C=C/c1ccccc1	7%	-17	-1%	0%	0.3%	-1	-4	-5	4%	-4%	-2%
COc1cccc(C(C(=O)NC2CCCC2)N(Cc2cccnc2)C(=O)Cc2cccs2)c1 (stereo unspecified)	-5%	-7	-2%	5%	-0.2%	-8	-2	1	0%	-5%	-3%
Cc1cc(C)n2nc(C(=O)N/N=C/c3ccccc3Cl)nc2n1	0%	1	8%	-9%	-0.3%	1	0	0	-1%	9%	-4%
COc1ccc(Cl)cc1NC(=O)CN1CCCC1	0%	0	-4%	1%	0.1%	2	0	-21	7%	5%	0%
O=C(CCn1cnc2ccccc21)N/N=C/c1ccc(O)cc1	0%	14	3%	0%	0.5%	x	2	1	4%	-2%	-5%
COc1ccc(NC2=NC(C)(CO)CS2)cc1 (stereo unspecified)	1%	13	u	-9%	0.5%	-1	1	17	3%	14%	-2%
COc1ccccc1C(=O)NC(=O)COc1ccc([N+](=O)[O-])cc1	1%	-1	15%	5%	-0.7%	8	x	-16	x	9%	x
CCn1c(CCCc2ccc(OC)c(C)c2)n[nH]c1=S	1%	2	-3%	-21%	-0.3%	8	-4	0	2%	6%	8%
COc1ccccc1/C=C/C(=O)NC(=S)N(C)C1CCCCC1	-1%	5	4%	u	0.2%	-9	-1	1	-3%	2%	-7%
CC(C)(C)C(=O)Nc1ccc2oc(-c3cc(F)c(F)cc3Cl)nc2c1	-1%	-3	-43%	7%	-0.6%	3	1	-21	0%	-5%	6%
NC(=O)c1ccc[n+](CC(=O)c2ccc(NC(=O)c3ccccc3)cc2)c1	-1%	-3	-9%	1%	0.2%	2	-2	1	0%	6%	x
C/C=C/c1ccc(OCC(=O)OCC)c(OC)c1	0%	-7	8%	u	-1.1%	-3	3	0	1%	2%	-4%
O=C(O)c1ccccc1NS(=O)(=O)c1ccccc1C(F)(F)F	1%	-20	-12%	u	-2.6%	-7	0	1	1%	4%	2%
CN(C(=O)c1cccc(C#N)c1)c1nnc(C2CCOC2)s1 (stereo unspecified)	-9%	1	-36%	-5%	-0.2%	15	5	-10	0%	1%	3%
CCCn1nnc(NC(=O)c2ccccc2Br)n1	3%	-2	2%	u	0.0%	15	3	8	3%	6%	-6%
